Source: PubChem BioAssay (Sanford-Burnham Center for Chemical Genomics)
SENP8 block-1 = human SENP8 protease inhibitors, primary screen, biochemical, fluorescence, Nedd8 protein substrate, uHTS; Sentrin-specific protease 8 (Homo sapiens), Q96LD8; 360,000 compounds, 0.64% hits; AID 602440, 2012; recombinant SENP8; inhibition, % at 20 µM; in the data active means inhibition mostly above about 40%, no sharp cut-off; inactive means mostly below about 27%
Target sequence (Q96LD8 whole entry, looked up): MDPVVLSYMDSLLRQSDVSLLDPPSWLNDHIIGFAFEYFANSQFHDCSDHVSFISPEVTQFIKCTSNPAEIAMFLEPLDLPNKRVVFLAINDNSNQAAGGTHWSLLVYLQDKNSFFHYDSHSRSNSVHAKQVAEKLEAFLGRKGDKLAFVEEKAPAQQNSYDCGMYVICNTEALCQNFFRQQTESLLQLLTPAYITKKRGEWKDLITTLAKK
HKDC1 inhibitor = HKDC1 hexokinase inhibitors, primary screen, biochemical, fluorescence, uHTS; Q2TB90; recombinant HKDC1, G6PDH/diaphorase resazurin coupled fluorescence; inhibition, % at 20 µM; 340,000 compounds, 0.16% hits; AID 493160, 2011;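 active means inhibition above about 35% when tested at 20 µM, limit read from the data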;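 further: plate controls were DMSO wells with enzyme for no effect and DMSO wells lacking enzyme for full effect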
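Assay system: recombinant HKDC1 hexokinase; detection: coupled resazurin fluorescence, excitation 525 nm, emission 613 nm; benchmarks: DMSO-plus-enzyme-mix negative control, buffer-substituted positive control; compound dosing: single 20 µM dose; schedule: 90 min at room temperature in dark; also added: glucose plus 1 mM ATP as hexokinase substrates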
PfG6PD inh = PfG6PD enzyme inhibitors, primary screen, biochemical, fluorescence intensity, uHTS; glucose-6-phosphate dehydrogenase-6-phosphogluconolactonase (Plasmodium falciparum 3D7); PfGluPho enzyme, NADPH resazurin-diaphorase fluorescence; AID 504690, 2011; inhibition, % at 20 µM; 350,000 compounds, 0.78% hits;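 active means inhibition reaching at least a set limit at 20 µM in the primary screen, cut at about 59% in these data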;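 further: 0% = DMSO wells with substrate and 100% = DMSO wells lacking glucose-6-phosphate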
SENP1 FRET inh = human SENP1 catalytic domain inhibitors, primary screen, biochemical, FRET, uHTS; recombinant SENP1 catalytic domain, CyPet-SUMO1-YPet FRET cleavage; AID 624204, 2012; inhibition, % at 10 µM; 360,000 compounds, 0.21% hits;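 active means inhibition at least 30% at 10 µM, raw YFP signal under a set limit, fluorescence ratio 0.5 to 1.5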;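 further: 0% = enzyme with DMSO and 100% = no enzyme wells; some results filed as inactive read as strong as hits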
Target sequence (Q9P0U3 419-644 limits assumed): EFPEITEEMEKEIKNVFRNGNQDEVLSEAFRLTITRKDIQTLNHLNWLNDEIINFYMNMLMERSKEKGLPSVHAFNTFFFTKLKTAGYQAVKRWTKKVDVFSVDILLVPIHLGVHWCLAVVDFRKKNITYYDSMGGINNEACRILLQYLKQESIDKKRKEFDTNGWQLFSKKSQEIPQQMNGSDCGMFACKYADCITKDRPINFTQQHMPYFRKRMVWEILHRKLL
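Controls: no-enzyme wells low, DMSO-plus-enzyme wells high control. Test system: human recombinant His6-tagged SENP1 catalytic domain enzyme. Reagent: SFCypet-SUMO1-SFYpet FRET protein substrate, 25 nM final. Doses: one dose per compound, 10 µM, 0.5% DMSO. Detection: FRET, CFP and YFP emission. Timing: 50 min reaction at room temperature.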
SENP6 block = SENP6 protease inhibitors, primary screen, biochemical, luminescence, uHTS; Recombinant SENP6 catalytic domain, aminoluciferin luminescence; inhibition, % at 10 µM; AID 2599, 2010; 330,000 compounds, 1.8% hits;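 active means inhibition above about 50% at the single tested dose, limit read from the data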;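 further: plate controls were DMSO wells with enzyme for no effect and DMSO wells lacking enzyme for full effect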
Apaf1 inhib = inhibitors of human Apaf-1 apoptosome, primary screen, biochemical, DEVD-Rh110 fluorescence, uHTS; reconstituted apoptosome caspase-3 activity; Apoptotic protease-activating factor 1 (Homo sapiens), O14727; 330,000 compounds, 0.71% hits; AID 489030, 2010; inhibition, % at 20 µM; active means inhibition of at least 40% at 20 µM;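 further: plate controls were DMSO wells for no effect and DEVD-CHO caspase inhibitor wells for full effect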
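detection = Rh110 fluorescence intensity | test system = biochemical Apaf-1 apoptosome reconstitution | also added = cytochrome c and DEVD-Rh110 substrate | schedule = 30 min plus 50 min, RT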
SENP8 block-2 = SENP8 protease inhibitors, primary screen, biochemical, luminescence | inhibition, % at 10 µM | Sentrin-specific protease 8 (Homo sapiens), Q96LD8 | 330,000 compounds, 1.2% hits | purified SENP8, Z-RLRGG-aminoluciferin cleavage | AID 2540, 2010; in the data active means inhibition above about 50%
SENP7 block = SENP7 protease inhibitors, primary screen, biochemical, luminescence, uHTS; Sentrin-specific protease 7 (Homo sapiens), Q9BQF6; recombinant SENP7, Z-RLRGG-aminoluciferin luminescence, 40 min; inhibition, % at 5 µM; 330,000 compounds, 1.5% hits;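 active means inhibition above about 50% at the single test dose, limit read from the data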;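 further: plate controls were DMSO with enzyme for no effect and no enzyme buffer wells for full effect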
Target sequence (Q9BQF6 706-1050 limits assumed): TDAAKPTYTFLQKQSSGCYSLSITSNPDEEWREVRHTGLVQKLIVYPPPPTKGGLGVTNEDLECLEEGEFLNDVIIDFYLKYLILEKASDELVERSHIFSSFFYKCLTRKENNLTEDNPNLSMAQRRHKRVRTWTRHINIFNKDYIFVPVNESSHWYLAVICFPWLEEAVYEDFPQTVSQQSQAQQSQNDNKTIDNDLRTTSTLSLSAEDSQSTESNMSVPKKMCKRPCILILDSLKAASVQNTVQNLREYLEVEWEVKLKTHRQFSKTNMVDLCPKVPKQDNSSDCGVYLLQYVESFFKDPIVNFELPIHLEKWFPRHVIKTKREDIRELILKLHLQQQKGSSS
Starred values were filed as active, the others as inactive; . = not tested or not shown.

compound	SENP8 block-1	HKDC1 inhibitor	PfG6PD inh	SENP1 FRET inh	SENP6 block	Apaf1 inhib	SENP8 block-2	SENP7 block
Cc1onc(-c2ccccc2)c1C(=O)N1CCN(CCc2ccccc2)CC1	10	-7	-44	-5	4	-17	8	-1
COc1ccccc1CNC(=O)c1cc(-c2ccccc2C)nn1CC1CC(c2cccnc2)=NO1 (stereo not drawn)	4	-3	1	-1	-21	15	-13	-3
c1ccc(-n2nnnc2Sc2ncnc3sc4c(c23)CCCC4)cc1	-110	15	-6	-1	7	19	3	5
O=C(C1CCN(S(=O)(=O)c2ccccc2F)CC1)N1CCc2ccccc21	7	-2	12	1	4	2	1	2
Cc1csc(N/N=C/c2ccc(O)c([N+](=O)[O-])c2)n1	12	11	18	2	69*	10	55*	25
Nc1nc(-c2ccccc2)c(CCCOc2ccc([N+](=O)[O-])cc2)c(=O)[nH]1	4	-2	3	1	.	.	.	.
O=C1CCCC2=C1C1(O)C(=O)c3ccccc3C1(O)O2 (stereo not drawn)	51*	-6	-7	2	21	92*	12	28
CC1CCC2(CC1)NC(=O)N(Cc1nnc(-c3cccs3)o1)C2=O (stereo not drawn)	25	3	-10	0	2	3	-9	-4
C[N+]1(CCOS(=O)C23CC4CC(CC(C4)C2)C3)CCOCC1 (stereo not drawn)	14	-4	-5	2	-13	0	-6	-9
CCOC(=O)N1CCN(C(=S)Nc2ccccc2C(C)C)CC1	12	-3	1	7	-13	-3	-2	1
COc1ccc(-c2csc3nc(-c4cccnc4)nc(N4CCC(C(N)=O)CC4)c23)cc1OC	-348	0	14	-5	-1	14	4	3
CC(C)(C)NC(=O)[C@@H]1CN(Cc2cccnc2)CCN1C[C@@H](O)C[C@@H](Cc1ccccc1)C(=O)N[C@H]1c2ccccc2C[C@H]1O	18	-8	7	-2	-20	5	-12	0
Cc1cccc2cc(C#N)c(SCC(=O)NCC3CCCO3)nc12 (stereo not drawn)	-26	2	-8	-13	-12	10	-2	-15
COc1ccc(S(=O)(=O)N2CCCCC2)cc1NC(=O)Cc1ccc(Br)cc1	2	-4	-2	2	.	.	.	.
COC(=O)CCCC1=CC2=C(c3ccccc3)C(=O)C(C)(OC(=O)C3CCCC3)C(=O)C2=CN1CC(C)C (stereo not drawn)	3	13	16	-10	1	41*	-13	-9
COC(=O)c1ccc(C(=O)NC2CCCc3c2cnn3-c2ccccc2F)nc1 (stereo not drawn)	2	-1	-1	1	1	8	1	1
O=C1c2ccccc2N2C(=O)c3ccccc3C2N1Cc1ccccc1 (stereo not drawn)	7	-7	-33	2	-7	-13	6	1
CCN(CC)S(=O)(=O)c1ccc(-n2cnc3cc(C)c(C)cc32)nc1	-15	-2	15	2	-11	34	0	7
O=C(COC(=O)c1cccs1)NCC1CCCCC1	14	-10	4	2	-12	-10	-6	-4
CC(CN1CCN(CC(C)C(=O)c2ccccc2)CC1)C(=O)c1ccccc1 (stereo not drawn)	4	-7	17	1	.	.	.	.
O=C(Nc1ccccc1N1CCOCC1)c1ccc2ccccc2c1	-1	-1	24	1	-3	17	-7	-1
Cc1ccc(S(=O)(=O)Nc2ccc(Cl)cn2)cc1C	-14	-3	-15	1	7	4	-1	7
O=C(O)c1cccc(CN2C(=O)S/C(=C/c3ccccc3[N+](=O)[O-])C2=O)c1	6	15	-49	-1	20	7	21	14
CC1(NC(=O)NCc2ccccc2)CCS(=O)(=O)C1 (stereo not drawn)	25	-4	8	1	3	-11	-2	-2
N#Cc1ccc(CN2CCN(C(=O)c3cccc(S(=O)(=O)N4CCCCCC4)c3)CC2)cc1	10	-2	1	1	-2	15	-2	-7
N#Cc1c(/N=C/c2ccco2)oc(-c2ccccc2)c1-c1ccccc1	-407	-4	15	0	-4	6	-12	-12
Cc1ccc(NC(=O)c2ccccc2)cc1C	16	-5	4	3	17	4	3	25
COCCCN(C(=S)NC(=O)c1ccc(C(C)(C)C)cc1)c1c(N)n(Cc2ccccc2)c(=O)[nH]c1=O	-38	-2	-18	-16	-1	16	1	1
Cc1nn(C(=O)c2cccnc2)c(C)c1Sc1ccccc1	5	-8	54	1	-18	1	-5	-3
CCn1ccnc1CN1CCN(CCC(C)C)C(CCO)C1 (stereo not drawn)	14	-3	-1	-1	-8	-2	-10	0
Cc1cc(O)c(/C=N/c2ccccn2)c(=O)o1	-20	-11	-18	0	11	-1	2	1
CCOC(=O)C1(CCOC)CCN(C(=O)c2ccccc2-c2cccc(C)c2)CC1	10	-9	-6	-2	-1	-1	3	1
O=C(NCCc1ccc(C(F)(F)F)cc1)C1CCC(=O)N(C2CC2)C1 (stereo not drawn)	5	-4	-4	0	-4	6	1	-2
CCNC(=O)CC1C(=O)N(c2ccccc2)C(=O)N1CCc1ccc(OC)cc1 (stereo not drawn)	15	-5	-2	3	-3	-3	-6	13
CC(C)(C)OC(=O)N1O[C@H]2CC1[C@@H]1[C@@H]2N=NN1CCc1ccncc1	6	-7	5	0	.	4	.	5
COc1cc2c(cc1OC)C(CC#N)=NC(C)(C)C2	-135	-6	-6	-5	-15	1	1	2
CC(Cc1ccccc1)NC(=O)C1(c2ccccc2)CCOCC1 (stereo not drawn)	10	0	-13	0	-2	2	-3	4
COc1ccc(C(=O)/C(=C/O)N=Nc2ccc(F)cc2)cc1	18	11	18	5	-9	25	-2	-9
CN(C(=S)NC(=O)c1ccccc1)C1CCCCC1	4	0	-1	0	-5	-3	1	1
Cc1cccc(-n2c(N)cc(=O)[nH]c2=S)c1	12	-1	2	-3	4	2	-7	2
CCCc1nnc(NC(=O)c2cccc(OC)c2)s1	13	-3	63*	2	5	10	-6	14
COc1ccccc1NS(=O)(=O)c1cc(NC(=O)c2ccc(=O)[nH]c2)ccc1N1CCOCC1	24	-10	0	0	-4	9	-13	-7
COc1ccc(C)cc1NC(=O)CSc1nnc(CC(=O)Nc2ccccc2C)n1C	6	-8	1	2	8	-17	-4	3
O=C(O)c1cc(N/N=C/c2cccnc2)ccc1Cl	12	-3	0	5	43	-15	15	12
c1ccc(OCCN2CCN(Cc3nc(-c4ccc5c(c4)OCO5)no3)CC2)cc1	11	-7	-1	1	-22	10	-11	-1
COC(=O)c1ccccc1S(=O)(=O)N1CCC(C(=O)NCC2CCCO2)CC1 (stereo not drawn)	1	-2	4	-1	14	-5	18	-6
CCOC(=O)N1CCN(C(=O)Nc2ccc(NC(=O)N3CCN(C(=O)OCC)CC3)cc2)CC1	11	-3	-10	0	-24	-5	5	-9
N#CC(C#N)=C1C=CC=CN1/C(=C\c1ccco1)C(=O)c1ccc(Br)cc1	-397	20	59*	-30	.	.	.	.
Cc1cnc(=O)[nH]c1SCc1ccc(C(F)(F)F)cc1	13	-3	11	0	13	-3	-1	1
O=C(c1ccc2[nH]ccc2c1)N1CCCC(Nc2ccccc2)C1 (stereo not drawn)	7	1	-10	3	1	-1	-8	10
O=C(Oc1ccc(N(C(=O)c2ccncc2)S(=O)(=O)c2ccc(F)cc2)cc1)c1ccncc1	0	-4	0	1	1	-5	3	3
Cc1nc(-c2ccc(S(=O)(=O)N3CCN(c4cccc(C)c4C)CC3)cc2)co1	8	-1	5	-1	-10	11	-15	11
CCC(C(=O)NC1CCCC1)N(C(=O)Cn1nnc(-c2ccc(OC)c(OC)c2)n1)c1cccc(O)c1 (stereo not drawn)	11	-2	0	0	-8	11	-2	0
CCOC(=O)[C@H]1[C@H]2COc3ccc(C)cc3[C@@H]2N2C(=O)c3cc(F)ccc3NC(=O)[C@@]12C	8	-5	4	0	0	0	1	-4
N#C[C@@H]1[C@@H]2C(=O)N(c3ccc4c(c3)OCCO4)C(=O)[C@@H]2C2c3ccccc3C=CN21 (stereo partly drawn)	.	.	.	.	48	78*	20	35
Cc1cccc(-c2noc(CCCC(=O)NC3CCCC3)n2)c1	9	1	-18	-1	7	-1	2	-3
CC(=O)c1ccc(N2CC(C)(C)C2=O)cc1	12	2	5	-1	-7	13	-6	-6
FC(F)(F)Oc1ccc(Nc2nc(N3CCOCC3)nc(N3CCOCC3)n2)cc1	6	0	24	2	-13	7	1	-8
COC(=O)CSc1nc(N)c(C#N)c(CC(C)C)c1C#N	-95	7	2	1	2	16	5	6
CN(C)C(CNC(=O)c1cccc(S(=O)(=O)N2CC3(C)CC2CC(C)(C)C3)c1)c1ccco1 (stereo not drawn)	9	-10	3	-6	0	18	3	10

(further entries)
compound	SENP8 block-1	HKDC1 inhibitor	PfG6PD inh	SENP1 FRET inh	SENP6 block	Apaf1 inhib	SENP8 block-2	SENP7 block
Cc1ccc(NC2=NC(c3ccccc3)n3c(nc(C)cc3=O)N2)cc1 (stereo not drawn)	-60	-5	5	4	3	5	1	3
CC(=O)c1cccc(NC(=O)C2CCN(S(=O)(=O)c3cccs3)CC2)c1	2	-3	6	2	-7	6	-2	-13
Cc1ccc(C(=O)N2N=C(c3ccc(Br)cc3)CC2c2ccccc2O)cc1 (stereo not drawn)	2	-7	8	-3	7	23	-3	4
Cc1cccc(CN2CCN(CC(=O)N3CCCC3)C2=O)c1	4	-2	9	2	5	-2	4	4
Cc1c(Cl)cccc1NC(=S)N/N=C/c1ccccc1Cl	.	-4	6	.	-10	-14	-4	-4
CCCN1CNc2c(c(=O)[nH]c(=S)n2-c2ccccc2Cl)C1	-3	-8	2	-11	13	3	-8	-8
COc1nccnc1NS(=O)(=O)c1ccc(N=Cc2c(C)[nH]n(-c3ccc(Cl)cc3)c2=O)cc1	.	.	.	.	4	0	-3	-4
Cc1ccc(S(N)(=O)=O)cc1NC(=O)C(c1ccccc1)c1ccccc1	16	-2	-13	0	7	3	-10	6
Fc1ccc(CNc2nc(-c3ccco3)cc(C(F)(F)F)n2)cc1	-234	6	17	-22	-6	19	-10	-9
CN(c1ccccc1)S(=O)(=O)c1cccc(NC(=O)C2=NN(c3ccccc3)C(=O)CC2)c1	-30	1	13	-1	-11	15	-14	-7
NC(=O)CSc1nc2ccc([N+](=O)[O-])cc2[nH]1	23	-2	0	1	-14	-13	-9	-10
Cn1c(=O)c2c(ncn2CC(=O)Nc2nccs2)n(C)c1=O	10	-4	-4	-1	6	-14	0	4

Entries of single compounds from above. Values in the order: SENP8 block-1, HKDC1 inhibitor, PfG6PD inh, SENP1 FRET inh, SENP6 block, Apaf1 inhib, SENP8 block-2, SENP7 block
`Cc1ccc(S(N)(=O)=O)cc1NC(=O)C(c1ccccc1)c1ccccc1` across the screens: 16, -2, -13, 0, 7, 3, -10, 6
`Fc1ccc(CNc2nc(-c3ccco3)cc(C(F)(F)F)n2)cc1` across the screens: -234, 6, 17, -22, -6, 19, -10, -9
